FadD28 FP inh: blocks FadD28 binding to the bisubstrate probe | fluorescence polarization | inhibition, % at 12.5 µM | 360,000 tested, 0.22% active | AID 588549; in the data active = inhibition above about 8.5%, passing the limit was not always enough; inconclusive = no clear call, values can overlap the other calls
Mtb BioA inh: BioA (M. tuberculosis) enzyme inhibition; purified M. tuberculosis BioA enzyme, plate reader; inhibition, % at 9.99 µM; 360,000 tested, 0.096% active; AID 602481; in the data active = inhibition above about 40%; inconclusive = no clear call, values can overlap the other calls
BoNT-F LC inh: inhibitors of Botulinum neurotoxin F light chain protease | 360,000 tested, 0.22% active | inhibition, % at 10 µM | Multiplex microsphere protease cleavage assay, flow cytometry; in the data active = inhibition above about 35%, passing the limit was not always enough; inconclusive = no clear call, values can overlap the other calls; also: plate controls were buffer without enzyme for full effect and enzyme alone for no effect
BoNT-A LC inh2: blocks Botulinum neurotoxin A light chain protease. multiplex microsphere protease substrate cleavage, flow cytometry. inhibition, % at 10 µM. 360,000 tested, 0.17% active; also: plate controls were buffer without enzyme for full effect and enzyme alone for no effect
GDH-TPI counter: counter-screen for M. tuberculosis FBA inhibitors: GDH-TPI coupled enzymes; inhibition, % at 4.8 µM; GDH-TPI coupled enzyme counterscreen, NADH absorbance; 360,000 tested, 1.2% active; AID 588335; in the data active = inhibition above about 30%;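 also: 0% = DMSO wells and 100% = wells lacking the enzyme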
Mtb FBA inh: inhibitors of M. tuberculosis fructose-bisphosphate aldolase. P9WQA3. purified M. tuberculosis FBA, fluorescence read-out. inhibition, % at 1 µM. 360,000 tested, 2.3% active. AID 588726; in the data active = inhibition above about 27%;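 also: 0% = vehicle and 100% = reference inhibitor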
Target sequence (P9WQA3 whole entry, looked up): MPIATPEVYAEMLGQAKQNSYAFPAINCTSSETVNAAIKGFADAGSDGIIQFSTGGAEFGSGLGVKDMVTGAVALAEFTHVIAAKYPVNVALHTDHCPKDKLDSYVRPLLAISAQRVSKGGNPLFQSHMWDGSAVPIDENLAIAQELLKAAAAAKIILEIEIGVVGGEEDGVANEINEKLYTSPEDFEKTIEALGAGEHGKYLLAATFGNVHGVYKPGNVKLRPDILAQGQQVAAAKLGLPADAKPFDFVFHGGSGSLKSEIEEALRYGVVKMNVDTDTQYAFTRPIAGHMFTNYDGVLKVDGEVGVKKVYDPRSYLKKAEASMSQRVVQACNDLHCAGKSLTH
Anthrax LF inh2: anthrax lethal factor protease inhibition | P15917 | multiplex microsphere protease cleavage assay, LF | inhibition, % at 10 µM | 360,000 tested, 0.12% active | AID 588501; also: plate controls were buffer without enzyme for full effect and enzyme alone for no effect
UGM FP inh: Mtb UDP-galactopyranose mutase inhibition; P9WIQ1; purified UGM, fluorescence polarization probe displacement; inhibition, % at 10 µM; 320,000 tested, 0.06% active; AID 504406; in the data active = inhibition above about 10%, passing the limit was not always enough; inconclusive = no clear call, values can overlap the other calls
Target sequence (P9WIQ1 whole entry, looked up): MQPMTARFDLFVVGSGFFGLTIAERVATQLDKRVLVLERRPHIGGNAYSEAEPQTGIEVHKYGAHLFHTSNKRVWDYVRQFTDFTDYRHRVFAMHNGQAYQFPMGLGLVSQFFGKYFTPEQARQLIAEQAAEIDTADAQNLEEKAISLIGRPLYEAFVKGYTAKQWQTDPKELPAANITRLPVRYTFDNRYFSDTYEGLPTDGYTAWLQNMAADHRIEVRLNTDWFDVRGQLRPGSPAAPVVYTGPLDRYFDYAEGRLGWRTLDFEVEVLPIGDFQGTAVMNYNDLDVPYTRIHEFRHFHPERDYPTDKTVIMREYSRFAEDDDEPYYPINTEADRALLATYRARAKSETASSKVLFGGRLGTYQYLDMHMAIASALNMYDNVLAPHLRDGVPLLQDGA
PfHsp40 yeast: rescue of PfHsp40-mediated yeast toxicity; S. cerevisiae expressing PfHsp40, growth rescue, ATP luminescence; growth rescue, % at 12.5 µM; 340,000 tested, 0.68% active; in the data active = growth rescue above about 28%, passing the limit was not always enough; inconclusive = no clear call, values can overlap the other calls;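 also: yeast W303a lacking pdr1 and pdr3 grown in galactose medium; growth measured after three days at 30 °C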
Active calls of the source: *; & = joins results of further samples. Rule as the data show it, unless noted: active = inhibition above about 30%; inconclusive = no clear call, values can overlap the other calls; inactive = below that. Random draw from the library. About 4.7% of those tested had a hit in this group.

`C[C@H](O)CNC(=O)c1[nH]cnc1C(=O)Nc1ccc(CNC(=O)OC(C)(C)C)cc1` gave FadD28 FP inh -0.6, Mtb BioA inh -1.5, BoNT-F LC inh -9, BoNT-A LC inh2 -0.2, GDH-TPI counter 9, Mtb FBA inh -2 and Anthrax LF inh2 -4.
For CCOc1ccccc1OCCCC(=O)Nc1ccc(Cl)c(S(=O)(=O)N2CCOCC2)c1 the results were FadD28 FP inh -2.6, Mtb BioA inh -0.5, BoNT-F LC inh -4, BoNT-A LC inh2 -0.7, GDH-TPI counter 5, Mtb FBA inh -4, Anthrax LF inh2 -1, UGM FP inh 3.1 and PfHsp40 yeast 1.2.
For Cc1nc2c(=O)[nH]c3ccccc3c2o1 the results were FadD28 FP inh 0.0, BoNT-F LC inh -8, BoNT-A LC inh2 -0.8, GDH-TPI counter -2, Mtb FBA inh 2, Anthrax LF inh2 -6, UGM FP inh 3.2 and PfHsp40 yeast -1.0.
`O=C(NCc1ccc(F)cc1)C(c1ccc(F)cc1)N(C(=O)c1csnn1)C1CC1` (configuration not stated) gave FadD28 FP inh -4.0, Mtb BioA inh -1.5, BoNT-F LC inh -3, BoNT-A LC inh2 -1.0, GDH-TPI counter -8, Mtb FBA inh 0, Anthrax LF inh2 -4, UGM FP inh 1.6 and PfHsp40 yeast -0.7.
`CN(C(=O)c1cc2ccccc2o1)c1c(N)n(Cc2ccccc2)c(=O)[nH]c1=O` gave FadD28 FP inh 0.3, Mtb BioA inh -0.4, BoNT-F LC inh -2, BoNT-A LC inh2 0.3, GDH-TPI counter 11, Mtb FBA inh 6, Anthrax LF inh2 7, UGM FP inh 0.3 and PfHsp40 yeast -1.0.
For CC[n+]1c(C)n(-c2ccccc2)c2ccc(C(=O)OC)cc21 the results were FadD28 FP inh -4.7, BoNT-F LC inh -1, BoNT-A LC inh2 -0.9, GDH-TPI counter -3, Mtb FBA inh -2, Anthrax LF inh2 0, UGM FP inh -1.0 and PfHsp40 yeast -0.6.
For O=C(NC1CC1)c1cccc2c1C(=O)c1ccc(N3CCC(Cc4ccccc4)CC3)cc1S2(=O)=O the results were FadD28 FP inh -1.3, Mtb BioA inh -8.7, BoNT-F LC inh 16, BoNT-A LC inh2 11, GDH-TPI counter -5, Mtb FBA inh -8, Anthrax LF inh2 16, UGM FP inh inconclusive and PfHsp40 yeast 3.3.
Screening O=C(/C=C/c1ccccc1[N+](=O)[O-])NC1CCCC1 returned FadD28 FP inh -2.4, BoNT-F LC inh -4, BoNT-A LC inh2 0.6, GDH-TPI counter -1, Mtb FBA inh 0, Anthrax LF inh2 -2, UGM FP inh -0.1 and PfHsp40 yeast 0.5.
`COc1ccc(CCNC(=O)N[C@@H](Cc2ccccc2)C(=O)O)cc1` gave FadD28 FP inh -3.9, Mtb BioA inh -0.3, BoNT-F LC inh -14, BoNT-A LC inh2 -0.2, GDH-TPI counter 9, Mtb FBA inh 0, Anthrax LF inh2 2, UGM FP inh 4.6 and PfHsp40 yeast 1.0.
Screening COc1ccc(NC(=S)NNC(=S)Nc2cccc(C(F)(F)F)c2)cc1 returned FadD28 FP inh 2.2, Mtb BioA inh 0.1, GDH-TPI counter 23, Mtb FBA inh -3, UGM FP inh 3.2 and PfHsp40 yeast 5.3.
Screening CN1C(=O)CC(=O)N(C)c2cc(S(=O)(=O)N(C)Cc3ccccc3)ccc21 returned FadD28 FP inh -1.5, Mtb BioA inh 12, BoNT-F LC inh 1, BoNT-A LC inh2 0.5, GDH-TPI counter 3, Mtb FBA inh -1, Anthrax LF inh2 0, UGM FP inh -1.1 and PfHsp40 yeast 2.1.
O=C(/C=C/c1ccccc1)Nc1ccc(Br)cn1 was read as FadD28 FP inh -2.7, BoNT-F LC inh -5, BoNT-A LC inh2 -0.9, GDH-TPI counter 6, Mtb FBA inh 0, Anthrax LF inh2 -2, UGM FP inh -1.2 and PfHsp40 yeast 0.6.
Screening C[C@@H]1CN([C@@H](C)CO)S(=O)(=O)c2ccc(-c3ccc(C(=O)N(C)C)cc3)cc2O[C@@H]1CN(C)Cc1ccccc1C(=O)O returned FadD28 FP inh -5.2, Mtb BioA inh -1.0&-1.9, BoNT-F LC inh 1, BoNT-A LC inh2 -0.3, GDH-TPI counter -3, Mtb FBA inh -3 and Anthrax LF inh2 0.
Screening O=C(Nc1ccc2c(c1)OCO2)c1ccc2sc([C@H]3C[C@H](O)[C@@H](CO)O3)nc2c1 returned FadD28 FP inh -2.2, Mtb BioA inh 0.4, BoNT-F LC inh -2, BoNT-A LC inh2 -0.8, GDH-TPI counter 12, Mtb FBA inh 2 and Anthrax LF inh2 8.
Screening C=CCOC(=O)C1=C(C)NC(=O)NC1C1CC=CCC1 (configuration not stated) returned FadD28 FP inh -2.4, BoNT-F LC inh 10, BoNT-A LC inh2 -0.2, GDH-TPI counter -3, Mtb FBA inh -2, Anthrax LF inh2 3, UGM FP inh -0.3 and PfHsp40 yeast 1.5.
`CCOC(=O)CCC(=O)N1CCOCCN(C(=O)CCC(=O)OCC)CCOCC1` gave FadD28 FP inh -3.2, Mtb BioA inh 0.4, BoNT-F LC inh inconclusive, BoNT-A LC inh2 0.3, GDH-TPI counter -11, Mtb FBA inh -1, Anthrax LF inh2 -2, UGM FP inh -1.1 and PfHsp40 yeast -1.5.
CCCCCOc1ccc(C(=O)NCC2(c3ccccc3)CCOCC2)cc1 was read as FadD28 FP inh -1.3, Mtb BioA inh -2.6, BoNT-F LC inh -2, BoNT-A LC inh2 -1.8, GDH-TPI counter 11, Mtb FBA inh 1, Anthrax LF inh2 -6, UGM FP inh 0.2 and PfHsp40 yeast 8.3.
`Cc1cc(NC(=O)CSc2nnc(NC(=O)C3CC(=O)N(c4ccccc4)C3)s2)no1` (configuration not stated) gave FadD28 FP inh -4.5, Mtb BioA inh 0.5, BoNT-F LC inh -3, BoNT-A LC inh2 0.3, GDH-TPI counter 7, Mtb FBA inh -1, Anthrax LF inh2 0, UGM FP inh 0.8 and PfHsp40 yeast -1.4.
Screening Cc1cc(F)ccc1S(=O)(=O)Nc1ncnc2sc3c(c12)CCC3 returned FadD28 FP inh -0.6, BoNT-F LC inh 1, BoNT-A LC inh2 0.5, GDH-TPI counter -1, Mtb FBA inh 6, Anthrax LF inh2 -4, UGM FP inh 0.3 and PfHsp40 yeast 2.2.
Screening CC1CCN(S(=O)(=O)c2cccc(C(=O)Nc3nccs3)c2)CC1 returned FadD28 FP inh -3.1, Mtb BioA inh 2.2, BoNT-F LC inh -13, BoNT-A LC inh2 -0.8, GDH-TPI counter 5, Mtb FBA inh -2, Anthrax LF inh2 -5, UGM FP inh -0.5 and PfHsp40 yeast -0.7.

By substructure: those above with an aryl methoxy group
`COc1ccc(CCNC(=O)N[C@@H](Cc2ccccc2)C(=O)O)cc1` gave FadD28 FP inh -3.9, Mtb BioA inh -0.3, BoNT-F LC inh -14, BoNT-A LC inh2 -0.2, GDH-TPI counter 9, Mtb FBA inh 0, Anthrax LF inh2 2, UGM FP inh 4.6 and PfHsp40 yeast 1.0.
Screening COc1ccc(NC(=S)NNC(=S)Nc2cccc(C(F)(F)F)c2)cc1 returned FadD28 FP inh 2.2, Mtb BioA inh 0.1, GDH-TPI counter 23, Mtb FBA inh -3, UGM FP inh 3.2 and PfHsp40 yeast 5.3.

Going on with the list.
Screening O=C(c1ccco1)N1CCN(c2ccc([N+](=O)[O-])cc2F)CC1 returned FadD28 FP inh 0.8, Mtb BioA inh -1.6, BoNT-F LC inh -6, BoNT-A LC inh2 -0.2, GDH-TPI counter 8, Mtb FBA inh 2, Anthrax LF inh2 -1, UGM FP inh 3.0 and PfHsp40 yeast -3.6.
For CCS(=O)(=O)n1nc(-c2ccccc2)nc1N the results were FadD28 FP inh 2.1, Mtb BioA inh -1.6, BoNT-F LC inh -11, BoNT-A LC inh2 -0.5, GDH-TPI counter -7, Mtb FBA inh 0, Anthrax LF inh2 -1, UGM FP inh -0.5 and PfHsp40 yeast 0.8.
For CCNC(=O)C1CCCN(Cc2ccc(C(=O)OCC)cc2)CC1 (configuration not stated) the results were FadD28 FP inh -5.1, Mtb BioA inh -1.4, BoNT-F LC inh -6, BoNT-A LC inh2 -0.5, GDH-TPI counter 10, Mtb FBA inh -1 and Anthrax LF inh2 -3.
For Cc1ccc(S(=O)(=O)N(C)C)cc1NC(=O)CN1C(=O)NC2(CCCCCCC2)C1=O the results were FadD28 FP inh -1.4, Mtb BioA inh 3.0, BoNT-F LC inh 4, BoNT-A LC inh2 -1.4, GDH-TPI counter 5, Mtb FBA inh 1, Anthrax LF inh2 0, UGM FP inh -3.9 and PfHsp40 yeast 0.6.
`Cc1cccc(C)c1NC(=O)C1CCCN1C(=O)NCc1ccccc1` (configuration not stated) gave FadD28 FP inh -4.1, Mtb BioA inh -0.6, BoNT-F LC inh 11, BoNT-A LC inh2 2.0, GDH-TPI counter 7, Mtb FBA inh 0, Anthrax LF inh2 -2, UGM FP inh -2.0 and PfHsp40 yeast 0.0.
`COc1cc(CC(=O)OCC(=O)Nc2cc(S(=O)(=O)N3CCCC3)ccc2Cl)cc(OC)c1OC` gave FadD28 FP inh -2.0, Mtb BioA inh -1.2, BoNT-F LC inh -2, BoNT-A LC inh2 1.4, GDH-TPI counter 5, Mtb FBA inh 1, Anthrax LF inh2 -19, UGM FP inh 0.9 and PfHsp40 yeast -1.1.
For O=c1c2[nH]c3cccc(Cl)c3c2ncn1CC1CCCO1 (configuration not stated) the results were FadD28 FP inh -1.8, BoNT-F LC inh 3, BoNT-A LC inh2 -1.0, GDH-TPI counter 7, Mtb FBA inh 5, Anthrax LF inh2 -1, UGM FP inh -0.1 and PfHsp40 yeast -1.4.
C#Cc1cccc(C(=O)N2CCCC(Nc3cccc(F)c3)C2)c1 (configuration not stated) was read as FadD28 FP inh -3.1, Mtb BioA inh 2.4, BoNT-F LC inh 2, BoNT-A LC inh2 -0.9, GDH-TPI counter -1, Mtb FBA inh -1, Anthrax LF inh2 2, UGM FP inh -1.0 and PfHsp40 yeast 2.8.
`CCN1CCN(S(=O)(=O)c2cccc([N+](=O)[O-])c2)CC1` gave FadD28 FP inh -4.2, Mtb BioA inh -0.7, BoNT-F LC inh 0, BoNT-A LC inh2 0.4, GDH-TPI counter -5, Mtb FBA inh 0, Anthrax LF inh2 0, UGM FP inh -0.3 and PfHsp40 yeast -1.9.
For O=C(COC(=O)c1ccc(S(=O)(=O)N2CCCC2)cc1)Nc1cccc(Cl)c1 the results were FadD28 FP inh -3.1, Mtb BioA inh 0.0, BoNT-F LC inh -4, BoNT-A LC inh2 -0.2, GDH-TPI counter 2, Mtb FBA inh -1, Anthrax LF inh2 0, UGM FP inh 2.0 and PfHsp40 yeast -1.2.
`COc1cc(CN2C(=O)C(C)ON=C2c2ccccc2F)cc(OC)c1` (configuration not stated) gave FadD28 FP inh -6.9, Mtb BioA inh -0.1, BoNT-F LC inh -3, BoNT-A LC inh2 -0.7, GDH-TPI counter 8, Mtb FBA inh 1 and Anthrax LF inh2 0.
CC(NC(=O)C1CCN(S(=O)(=O)c2ccc3nc4c(c(C(=O)O)c3c2)CCCC4)CC1)c1ccccc1 (configuration not stated) was read as FadD28 FP inh -1.9, Mtb BioA inh -0.3, BoNT-F LC inh 2, BoNT-A LC inh2 -0.1, GDH-TPI counter -3, Mtb FBA inh 0, Anthrax LF inh2 0, UGM FP inh 2.1 and PfHsp40 yeast -0.7.
Screening CCCCn1cnc2c(SCCc3ccccc3)nc(N)nc21 returned FadD28 FP inh -2.3, Mtb BioA inh -0.7, BoNT-F LC inh -10, BoNT-A LC inh2 0.7, GDH-TPI counter -2, Mtb FBA inh 16, Anthrax LF inh2 -13 and PfHsp40 yeast -0.3.
Screening COc1ccc(N2CS(=O)(=O)/C(=C/N(C)C)C2=O)cc1 returned FadD28 FP inh -1.8, Mtb BioA inh 6.2, BoNT-F LC inh 0, BoNT-A LC inh2 0.0, GDH-TPI counter -8, Mtb FBA inh 3, Anthrax LF inh2 -3, UGM FP inh 2.2 and PfHsp40 yeast 0.3.
